Cardiac RTF inh: cardiac RTF calcium desensitization; IANBD-labeled cardiac RTF, Ca2+ fluorescence; 340,000 tested, 0.12% active; inhibition, % at 7.15 µM;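 active means inhibition above the mean inhibition of all tested compounds plus 3 SD, cut at about 17% in these data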;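 further: assay run at fixed EC70 calcium of 1.6 mM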
SR-BI DiI-HDL act: activators of SR-BI mediated HDL lipid uptake; CHO ldlA[mSR-BI] cells, DiI-HDL uptake fluorescence, 3 h; 100 = double the neutral-control signal; activation, % at 12.5 µM; 320,000 tested, 0.096% active; AID 504775;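 active means mean replicate activation of at least 60% and every replicate at or above 60%; inconclusive means mean or all-replicate condition met, but not both; inactive means mean below 60% and not all replicates reaching 60%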;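 further: 0% = median plate neutral-control signal and 100% = twice that signal; values of inactives mirror those of a sister screen read the other way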
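Test system: SR-BI-overexpressing, LDLR-lacking CHO cells. Measured by: DiI fluorescence, bottom read. Medium: Ham's F12 with 0.5% BSA, HEPES 25 mM, pH 7.4. Timing: 3 h uptake period with compound, 37 °C.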
PvdQ inh: blocks Pseudomonas aeruginosa PvdQ acylase activity; purified PvdQ acylase, fluorescence plate reader; inhibition, % at 10 µM; 340,000 tested, 0.063% active; in the data active means inhibition above about 30%, passing the limit was not always enough; inconclusive means no clear call, values can overlap the other calls;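 further: 0% = vehicle neutral wells and 100% = reference inhibitor wells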
SR-BI HDL uptake: inhibitors of mouse SR-BI mediated HDL lipid uptake; Q61009; ldlA[mSR-BI] CHO cells, DiI-HDL uptake fluorescence, 3 h; inhibition, % at 12.5 µM; 320,000 tested, 0.96% active; AID 488896;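 active means mean replicate inhibition of at least 70% and a set share of replicates each scoring 70 or more; inconclusive means meets just one of the two criteria; inactive means fails both criteria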;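 further: 0% = median of neutral control wells and 100% = median of positive control wells; values of inactives mirror those of a sister screen read the other way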
Arrestin-AP2 inh: human beta-arrestin and AP2 interaction inhibition; FITC-arrestin peptide / GST-AP2 beads, flow cytometry; AP2 beta2 appendage carries R879A mutation; inhibition, % at 10 µM; 340,000 tested, 0.31% active;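 active means inhibition above a set limit, near 3 SD of compounds lacking own fluorescence, cut at about 54% in these data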;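 further: plate controls were DMSO wells for no effect and 5 µM unlabelled arrestin peptide for full effect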
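Assay system: GST-AP2 R879A bound to glutathione beads, E. coli-expressed; Medium: PBS with 0.05% Tween 20 and 0.1% BSA; Also added: fluorescein-tagged arrestin peptide at 50 nM final; Timing: 12 min plus 1 h, RT; Measured by: flow cytometry, FL1 (488/535 nm); Evaluation: percent drop in bead-associated FITC signal.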
Keap1 Nrf2 FP: disrupts human Keap1 binding to Nrf2 peptide. AID 504523. inhibition, % at 9.4 µM. 340,000 tested, 0.15% active. Q14145. Keap1 Kelch-Nrf2 peptide fluorescence polarization, 1536-well; in the data active means inhibition above about 12%; inconclusive means no clear call, values can overlap the other calls; inactive means below about 7.3%;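 further: human Keap1 Kelch domain with fluorescein labeled Nrf2 9mer peptide probe; 0% = neutral control wells and 100% = peptide positive control; higher means more block of Keap1 binding to Nrf2 peptide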
Target sequence (Q14145 whole entry, looked up, the tested form may be a part): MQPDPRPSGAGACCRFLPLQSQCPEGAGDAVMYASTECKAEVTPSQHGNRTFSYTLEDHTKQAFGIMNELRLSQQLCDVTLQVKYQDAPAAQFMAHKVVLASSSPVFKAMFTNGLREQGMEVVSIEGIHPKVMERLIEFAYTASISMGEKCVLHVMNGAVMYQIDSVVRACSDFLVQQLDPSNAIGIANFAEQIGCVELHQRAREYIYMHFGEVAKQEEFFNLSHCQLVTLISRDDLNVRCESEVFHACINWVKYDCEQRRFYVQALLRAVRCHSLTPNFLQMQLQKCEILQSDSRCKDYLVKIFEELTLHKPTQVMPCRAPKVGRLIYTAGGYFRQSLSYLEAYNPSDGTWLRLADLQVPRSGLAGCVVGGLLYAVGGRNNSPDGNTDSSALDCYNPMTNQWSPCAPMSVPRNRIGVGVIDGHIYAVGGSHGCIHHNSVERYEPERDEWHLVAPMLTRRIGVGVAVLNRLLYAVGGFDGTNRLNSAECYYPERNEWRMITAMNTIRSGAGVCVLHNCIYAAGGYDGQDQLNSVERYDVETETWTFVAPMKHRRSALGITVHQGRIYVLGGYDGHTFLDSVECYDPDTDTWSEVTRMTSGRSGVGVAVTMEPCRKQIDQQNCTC
DAGLB inh: diacylglycerol lipase beta (human) inhibition; 340,000 tested, 0.059% active; Q8NCG7; HEK293T DAGLB membrane lysate, EnzChek fluorogenic substrate; AID 504411; inhibition, % at 5.17 µM; in the data active means inhibition above about 34%;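 further: 0% = enzyme with vehicle and 100% = wells lacking enzyme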
PKA-R2B activ: activators of human PKA-R2B complex | 340,000 tested, 0.079% active | activation, % at 11.4 µM | PKA-R2B holoenzyme dissociation, Cy5-IP20 fluorescence polarization; R2B truncated from residue 108, S112A mutant; 0% DMSO only, 100% 113 µM cGMP | P22694+P31323;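 active means activation above a cutoff set at the mean over all compounds plus 3 SD, cut at about 18% in these data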;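 further: higher means more holoenzyme dissociation and a rise in polarization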
Target sequence (P31323 whole entry, looked up, other chains not shown, the tested form may be a part): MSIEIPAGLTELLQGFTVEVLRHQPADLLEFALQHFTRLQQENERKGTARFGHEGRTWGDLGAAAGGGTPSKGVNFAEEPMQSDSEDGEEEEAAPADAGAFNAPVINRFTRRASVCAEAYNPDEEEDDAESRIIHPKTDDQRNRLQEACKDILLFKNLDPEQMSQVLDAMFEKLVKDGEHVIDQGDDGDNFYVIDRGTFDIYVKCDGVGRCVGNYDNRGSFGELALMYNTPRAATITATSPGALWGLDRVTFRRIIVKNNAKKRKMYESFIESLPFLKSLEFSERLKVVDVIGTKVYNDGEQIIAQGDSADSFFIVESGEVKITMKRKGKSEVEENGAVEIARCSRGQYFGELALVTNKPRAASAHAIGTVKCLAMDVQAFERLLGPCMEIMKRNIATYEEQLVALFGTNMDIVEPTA
C-LANA FP: inhibitors of KSHV LANA C-terminal domain DNA binding; MBP-C-LANA/FAM-LBS DNA binding, fluorescence polarization; inhibition, % at 9 µM; 340,000 tested, 0.078% active; AID 504423;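 active means highest replicate inhibition at or above 60% at 9 µM, even if other replicates fall short; inactive means all replicates below 60% inhibition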;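 further: 0% = neutral control wells and 100% = 4 µM acridine orange control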
NSD2 inh: inhibitors of human histone methyltransferase NSD2 | O96028 | NSD2 peptide methylation, AlphaScreen, 120 min | 310,000 tested, 0.54% active | inhibition, % at 12.5 µM; in the data active means inhibition above about 50%
* hit, by the source's call; ? = inconclusive; / = no result given.

SMILES	Cardiac RTF inh	SR-BI DiI-HDL act	PvdQ inh	SR-BI HDL uptake	Arrestin-AP2 inh	Keap1 Nrf2 FP	DAGLB inh	PKA-R2B activ	C-LANA FP	NSD2 inh
CCn1nc(NS(=O)(=O)c2ccc(C)cc2)c2cc3ccccc3nc21	-1	15	-11	-15	-12	0	3	0	-1.1	-1
CCOc1ccc(NC(=O)CC2SC(N)=NC2=O)c([N+](=O)[O-])c1 (configuration not stated)	-9	-5	-17	5	25	-3	1	-2	0.0	-5
COc1ccc(CNc2nc(NCc3ccc(OC)cc3)c3ncn(C4CCCC4)c3n2)cc1	4	4	-2	-4	-1	3	3	-5	-1.3	/
Nc1c(C(=O)N2CCOCC2)sc2nc3c(cc12)CCC3	-22	/	-8	/	33	0	2	1	0.2	0
COc1nccnc1NS(=O)(=O)c1ccc(NC(=S)NC(=O)/C=C/c2ccc(F)cc2)cc1	-8	10	2	-10	5	2	13	11	-0.4	9
CC(C)Oc1ccc(/C=C(\NC(=O)/C=C/c2ccco2)C(=O)NCCc2nc3ccccc3[nH]2)cc1	-21	-7	-8	7	10	-19	2	-3	-2.6	2
O=C1C(=O)N(CCCN2CCOCC2)C(c2ccc([N+](=O)[O-])cc2)/C1=C(/O)c1ccc2c(c1)OCO2 (configuration not stated)	-10	18	-2	-18	-7	-4	2	-7	-1.7	1
COc1cccc(NC(=O)c2cnc(SC)nc2C)c1	-2	-25	-27	25	7	-6	-3	-12	0.5	-1
Cc1cc(=O)oc2c(C)c(OCC(=O)NCC3CCC(C(=O)O)CC3)ccc12 (configuration not stated)	-11	-6	-9	6	0	3	-4	0	-2.3	/
O=C(OCC(=O)N1CCc2ccccc21)c1cccc(S(=O)(=O)N2CCCc3ccccc32)c1	7	9	6	-9	18	-1	-4	9	0.1	-1
S=C(Nc1ccccc1)c1ccccn1	3	8	-6	-8	0	0	10	-3	0.0	1
COC(=O)CCCC1=CC2=C(c3ccccc3)C(=O)C(C)(OC(=O)C3CCCC3)C(=O)C2=CN1c1ccccc1 (configuration not stated)	-9	-3	8	3	21	-2	-2	-2	3.5	/
CO[C@H]1/C=C/O[C@@]2(C)Oc3c(C)c(O)c4c(O)c(c(C=NN5CCN(C)CC5)c(O)c4c3C2=O)NC(=O)/C(C)=C\C=C\[C@H](C)[C@H](O)[C@@H](C)[C@@H](O)[C@@H](C)[C@H](OC(C)=O)[C@@H]1C	9	-1	-1	1	4	-11	13	4	-0.7	/
CCCCCC(=O)NNC1=NCC(Cc2ccccc2)S1 (configuration not stated)	-19	-5	3	5	16	3	0	-3	0.4	24
Cc1ccc(C(=O)Nc2ncc(Cc3ccc(F)cc3)s2)o1	3	19	-11	-19	4	-4	2	-5	0.5	2
CC1CCCCN1C(=O)Nc1cccc(Cl)c1 (configuration not stated)	-2	-11	0	11	26	4	-3	2	0.6	-1
Cc1ccc(C)c(C(=O)Nc2cc(C)nn2-c2nc(C)cc(C)n2)c1	-3	1	4	-1	12	2	1	-6	1.2	4
COCc1cc(=O)n2[nH]c(-c3ccc(C)cc3)cc2n1	-3	-5	-11	5	-3	3	-1	-11	1.0	-2
CCN(CC)CCNCc1cc(Cl)c(OCC(=O)Nc2ccccc2)c(OC)c1	2	12	-12	-12	2	-4	-2	7	-0.7	14
CC(Sc1nnc2ccccn12)C(=O)Nc1ncc(Cl)cc1Cl (configuration not stated)	-6	-17	-8	17	-21	-4	0	-6	-1.3	-1
COCCn1c(COc2cccc(OC)c2)nnc1SCC(=O)NC1CCCC1	-8	/	-9	/	22	-1	-2	-2	-0.4	-4
CC1Cc2ccccc2N1CC(=O)Nc1ccc(S(N)(=O)=O)cc1 (configuration not stated)	-21	/	4	/	2	8	-4	3	-0.4	/
Cn1cc(CN2CCN(CC(C)(C)C)C(CCO)C2)c2ccccc21 (configuration not stated)	-5	1	-1	-1	37	2	-3	-4	0.3	2
O=C(NCCCn1ccnc1)/C(=C\c1ccc(Br)cc1)NC(=O)c1ccccc1F	-5	48	2	-48	25	2	-2	-11	-2.0	4
O=C(Nc1ccccc1C(=O)N1CCCCC1)c1cccs1	-5	6	-15	-6	19	-3	-1	2	0.2	0
C#CCNC(=O)C1=C[C@H](C2CCCCC2)[C@@H](CCCO)[C@H](OCC)O1	-1	1	11	-1	-3	-6	-2	2	1.2	/
CC(C)(C)c1ccc(C(=O)Nc2ccc(NC(=O)C(=O)O)cc2)o1	-16	11	-5	-11	26	1	3	1	1.5	-2
COc1ccc(Cl)c(NCCC(=O)O)c1	-3	31	?	-31	27	-5	0	4	1.7	-1
CC1=C(C(=O)OC2CCCCC2)C(c2ccco2)C2=C(CC(C)(C)CC2=O)N1 (configuration not stated)	-1	30	-9	-30	1	1	-2	-8	-0.6	0
COCCNC(=O)c1ccc(NS(=O)(=O)c2ccc3[nH]c(=O)[nH]c3c2)cc1	3	13	-3	-13	4	-1	2	5	-0.8	0
COc1ccc(-c2c(C)nn3c(Cl)c(C)c(C)nc23)cc1	-8	-8	-3	8	-4	2	-5	-8	0.1	-4
O=C(O)/C(=C1\OC(=O)c2ccccc21)c1ccccc1	2	-14	-6	14	-7	0	0	-2	0.0	14
NC(=O)NC(Cc1ccccc1)c1ccccc1 (configuration not stated)	-10	/	-9	/	5	0	1	4	-1.7	-4
COc1ccc(CNS(=O)(=O)c2cc(-c3cc(C)no3)ccc2C)cc1OC	-2	9	3	-9	42	1	-1	-9	-0.8	-4
O=c1c2c3c(sc2ncn1/N=C/c1ccncc1)CCCC3	2	-13	-8	13	-20	-2	0	10	-6.4	3
Cc1cc(C)n(S(=O)(=O)c2cc(C)c(C)cc2C)n1	2	/	-6	/	4	-4	-4	1	-0.9	-3
c1ccc(-c2noc(C34CC5CC(CC(C5)C3)C4)n2)cc1	-19	12	-15	-12	6	0	-6	-13	2.6	-15
NC(=O)NCCN1CCN(c2ncc(C(F)(F)F)cc2Cl)CC1	-20	-1	-6	1	39	2	0	3	1.4	-4
Cn1nnnc1CCOCCc1nnnn1C	-6	-5	-22	5	-4	0	-3	-8	0.4	0
O=C(c1ccc(COc2ccccc2)o1)N1CCN(S(=O)(=O)c2ccccc2Cl)CC1	-3	-15	-9	15	-22	6	0	-2	1.1	2

Copied from above for reference:
SMILES	Cardiac RTF inh	SR-BI DiI-HDL act	PvdQ inh	SR-BI HDL uptake	Arrestin-AP2 inh	Keap1 Nrf2 FP	DAGLB inh	PKA-R2B activ	C-LANA FP	NSD2 inh
Cn1cc(CN2CCN(CC(C)(C)C)C(CCO)C2)c2ccccc21 (configuration not stated)	-5	1	-1	-1	37	2	-3	-4	0.3	2
O=C(NCCCn1ccnc1)/C(=C\c1ccc(Br)cc1)NC(=O)c1ccccc1F	-5	48	2	-48	25	2	-2	-11	-2.0	4
O=C(Nc1ccccc1C(=O)N1CCCCC1)c1cccs1	-5	6	-15	-6	19	-3	-1	2	0.2	0
C#CCNC(=O)C1=C[C@H](C2CCCCC2)[C@@H](CCCO)[C@H](OCC)O1	-1	1	11	-1	-3	-6	-2	2	1.2	/
CC(C)(C)c1ccc(C(=O)Nc2ccc(NC(=O)C(=O)O)cc2)o1	-16	11	-5	-11	26	1	3	1	1.5	-2
COc1ccc(Cl)c(NCCC(=O)O)c1	-3	31	?	-31	27	-5	0	4	1.7	-1
CC1=C(C(=O)OC2CCCCC2)C(c2ccco2)C2=C(CC(C)(C)CC2=O)N1 (configuration not stated)	-1	30	-9	-30	1	1	-2	-8	-0.6	0
COCCNC(=O)c1ccc(NS(=O)(=O)c2ccc3[nH]c(=O)[nH]c3c2)cc1	3	13	-3	-13	4	-1	2	5	-0.8	0
COc1ccc(-c2c(C)nn3c(Cl)c(C)c(C)nc23)cc1	-8	-8	-3	8	-4	2	-5	-8	0.1	-4
O=C(O)/C(=C1\OC(=O)c2ccccc21)c1ccccc1	2	-14	-6	14	-7	0	0	-2	0.0	14
NC(=O)NC(Cc1ccccc1)c1ccccc1 (configuration not stated)	-10	/	-9	/	5	0	1	4	-1.7	-4
COc1ccc(CNS(=O)(=O)c2cc(-c3cc(C)no3)ccc2C)cc1OC	-2	9	3	-9	42	1	-1	-9	-0.8	-4

Other records follow:
SMILES	Cardiac RTF inh	SR-BI DiI-HDL act	PvdQ inh	SR-BI HDL uptake	Arrestin-AP2 inh	Keap1 Nrf2 FP	DAGLB inh	PKA-R2B activ	C-LANA FP	NSD2 inh
CCCCCC1CC(/C(C)=N/NC(N)=O)OC1=O (configuration not stated)	-11	26	-7	-26	8	4	0	-4	2.4	27
CNC(=O)c1ccc(NC(=O)/C=C/c2cccc(F)c2)cc1	2	-34	0	34	9	-1	1	-5	0.8	-7
CN1C(=O)C2(c3ccccc31)c1c(oc3ccccc3c1=O)C(=O)N2CCO (configuration not stated)	-1	/	-12	/	2	-4	-5	13	1.4	-1
c1ccc(CCNc2nc3ccccc3s2)cc1	-2	5	7	-5	15	-3	-4	-6	-1.2	-2
O=C1c2ccccc2N2C(=O)c3ccccc3C2N1Cc1ccccc1 (configuration not stated)	-10	-11	-8	11	-11	-4	-1	5	0.6	-1
CCOc1cc2[nH]c(=S)n(CCN3CCC(C)CC3)c(=O)c2cc1OCC	-4	15	-15	-15	-5	-2	3	2	-0.3	1
NC(=O)C1CCN(C(=O)CN2CCN(c3cccc(C(F)(F)F)c3)CC2)CC1	-3	-1	-3	1	4	-4	2	3	0.7	-4
COc1ccc(-c2csc(Nc3ccc(S(=O)(=O)Nc4cc(C)on4)cc3)n2)cc1	-2	13	5	-13	22	1	4	-12	0.6	16
Cc1ccc(C2C(C#N)=C(N)Oc3n[nH]c(C)c32)cc1 (configuration not stated)	-3	-7	-9	7	3	-8	1	2	1.6	0
O=C(NC1CCCCC1)c1ccc2c(c1)OCO2	-1	15	-14	-15	0	0	-2	3	0.1	1
Cc1ccc(C(C)C)c(OCc2nn(CC(=O)c3ccc(OC(F)F)cc3)c3[n+]2CCCCC3)c1	5	26	-19	-26	4	-2	3	-2	-1.8	/
